Screening results deposited in PubChem BioAssay by several laboratories.
GASC-1 inh: inhibitors of human GASC-1 (JMJD2C) demethylase; Q9H3R0; GST-JMJD2C(1-420) H3K9me3 demethylation, DELFIA europium; inhibition, % at 2.35 µM; 330,000 tested, 0.069% active; AID 2099;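 active means more than half of a compound's replicate wells show inhibition beyond 50%, single wells judged on their own value; inconclusive means some, but no more than half, of replicates pass 50% inhibition; inactive means no replicate passes 50% inhibition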;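 further: signal counts dimethyl H3K9 product captured on neutravidin plate; 0% = median of DMSO wells and 100% = 0.3 times that DMSO median; strong numbers were not always called active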
Target sequence (Q9H3R0 1-420 limits assumed): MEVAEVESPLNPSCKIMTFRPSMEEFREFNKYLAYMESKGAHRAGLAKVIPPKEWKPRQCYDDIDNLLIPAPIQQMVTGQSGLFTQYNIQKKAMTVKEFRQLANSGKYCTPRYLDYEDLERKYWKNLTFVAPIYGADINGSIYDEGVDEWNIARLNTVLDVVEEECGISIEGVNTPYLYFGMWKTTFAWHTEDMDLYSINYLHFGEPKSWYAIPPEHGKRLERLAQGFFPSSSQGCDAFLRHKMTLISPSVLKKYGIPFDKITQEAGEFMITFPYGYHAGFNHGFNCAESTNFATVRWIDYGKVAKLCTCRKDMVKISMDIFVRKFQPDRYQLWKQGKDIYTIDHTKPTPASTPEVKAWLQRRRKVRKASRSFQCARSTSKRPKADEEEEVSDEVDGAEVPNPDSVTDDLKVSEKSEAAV
AGP1 TOR yeast: yeast TOR pathway AGP1-GFP modulation. S. cerevisiae AGP1-GFP multiplex flow cytometry, 3 h; GFP as percent of DMSO wells. GFP response vs DMSO, % at 10 µM. 320,000 tested, 0.02% active;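 active means GFP response relative to DMSO above a set limit, near screen average plus 3 SD, cut at about 150% in these data; inconclusive means fewer than 70 cells counted for the yeast strain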;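 further: median GFP channel fluorescence of the gated AGP1 strain per well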
LAP4 TOR yeast: alters LAP4-GFP fluorescence in TOR pathway yeast screen | S. cerevisiae LAP4-GFP multiplex, flow cytometry GFP, 3 h; median GFP as percent of DMSO wells | 320,000 tested, 0.34% active | GFP response vs DMSO, % at 10 µM;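 active means GFP response vs DMSO above a set limit, about the screen mean plus 3 SD, cut at about 150% in these data; inconclusive means under 70 cell events counted for the yeast strain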
CIT2 TOR yeast: yeast TOR pathway CIT2-GFP modulation; GFP response vs DMSO, % at 10 µM; 320,000 tested, 0.065% active; S. cerevisiae CIT2-GFP strain, flow cytometry, 3 h; 100 means same as DMSO wells;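 active means GFP response relative to DMSO above a set limit, near the screen mean plus 3 SD, cut at about 150% in these data; inconclusive means Fewer than 70 cells measured for a yeast strain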;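 further: ratio of well median GFP fluorescence to mean of DMSO wells on the plate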
GRK2 aptamer HTS: human GRK2 inhibition via aptamer displacement; AID 488847; 330,000 tested, 0.59% active; inhibition of aptamer binding, % at 10 µM; bead flow cytometry, FAM-aptamer displacement from GRK2;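 active means inhibition of aptamer binding above 40%, roughly 3 SD of noise, on plates passing a quality check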;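 further: median bead fluorescence of bound FAM aptamer so fluorescent compounds give negative values; no value below 0 was filed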
MEP2-GFP yeast: alters MEP2-GFP fluorescence in TOR pathway yeast screen; S. cerevisiae MEP2-GFP strain, flow cytometry GFP, 3 h; 100% = DMSO control level; GFP response vs DMSO, % at 10 µM; 330,000 tested, 0.51% active;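 active means GFP response versus DMSO above a set limit, roughly screen mean plus 3 SD, cut at about 180% in these data; inconclusive means fewer than 70 cells counted for a yeast strain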;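 further: median GFP fluorescence of the barcode-gated MEP2-GFP cells per well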
RPL19A-GFP yeast: yeast TOR pathway RPL19A-GFP modulation; S. cerevisiae RPL19A-GFP strain, flow cytometry, 3 h; active compounds read low; percent response vs DMSO, % at 10 µM; 330,000 tested, 0.3% active;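 active means percent response vs DMSO below 50%; inconclusive means fewer than 70 events counted for the yeast strain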;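 further: median channel GFP fluorescence of the barcoded RPL19A-GFP strain; ratio of sample median GFP to plate DMSO average so 100% = DMSO; lower means less RPL19A-GFP as with rapamycin TOR inhibition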
VLA-4 inh: inhibition in a human VLA-4 binding assay | 330,000 tested, 0.2% active | P13612 | VLA-4 expressing cells, ligand binding flow cytometry | inhibition, % (about 7 µM as worked out from the volumes in the protocol); in the data active means inhibition above about 50%
* hit, by the source's call; ? = inconclusive; nt = no result given; [ ] = remark or other dose. Some of the compounds tested; count on the stated rates, not on these rows.

structure	GASC-1 inh	AGP1 TOR yeast	LAP4 TOR yeast	CIT2 TOR yeast	GRK2 aptamer HTS	MEP2-GFP yeast	RPL19A-GFP yeast	VLA-4 inh
COc1ccc2c(c1OC)C(=O)O[C@H]2[C@@H]1c2cc3c(cc2CCN1C)OCO3	-22	88	111	85	3	96	101	-8
O=C(O)c1cn(Cc2ccccc2)nc1-c1ccccc1	9	99	98	99	5	108	103	-7
Cc1cc(Oc2ccc(C(F)(F)F)cc2[N+](=O)[O-])c2c3c(c(=O)oc2c1)CCCC3	3	104	99	108	4	87	109	8
CC(C)CCNC(=O)CN1C(=O)CN=C(c2ccccc2)c2ccccc21	-6	107	108	103	0	102	100	-4
CCCCCCn1c(O)c(C=NCCCn2ccnc2)c(=O)[nH]c1=O	-6	100	98	97	0	103	100	0
c1ccc(CNC2=NCCS2)cc1	7	98	103	92	0	101	99	-5
Cc1cc(OC(=O)CCCNC(=O)OC(C)(C)C)c2c3c(c(=O)oc2c1)CCC3	4	101	89	100	1	93	96	-17
CN1CCN(c2nc3ccccc3o2)CC1	4	107	114	101	0	104	99	0
COC(=O)C(O)(c1ccc(NC(=O)c2cccs2)c(C)c1)C(F)(F)F (configuration not stated)	-3	93	103	91	1	100	94	19
COc1ccc(C2CN(C)CC2C(=O)c2ccc(F)cc2)cc1Cl (configuration not stated)	13	99	97	99	2	101	100	3
COc1ccc(S(=O)(=O)Cc2ccc(C(=O)N3CCC4(CC3)OCCO4)o2)cc1	1	100	108	nt	0	99	104	9
COc1cc(OC)c(OC)cc1CNCCc1cccc(F)c1	-1	98	105	99	0	104	101	11
CCOP(=O)(Cc1ccc(C#N)o1)OCC	25	99	102	105	2	106	102	7
O=c1c2cc(Br)ccc2[nH]c(=S)n1-c1ccccc1	-22	107	108	104	1	109	103	14
Cc1ccc(C)c(CN2CCC(n3nnc4cc(F)ccc43)CC2)c1	-2	103	108	109	0	110	103	11
O=[N+]([O-])c1ccc(N2CCNCC2)c(Cl)c1	2	118	105	114	1	101	102	1
Cc1ccc(-c2nc3ccccc3c(=O)n2-c2ncccc2C)cc1	-2	95	90	90	60*	92	93	4
O=C1NC(=O)N(Cc2ccccc2)C(=O)/C1=C/N1CCCc2ccccc21	29	102	105	97	4	102	105	11
Cc1nn(Cc2ccccc2Cl)c(C)c1C(=O)NC1CCCc2ccccc21 (configuration not stated)	3	99	100	93	5	101	101	14
COc1cccc(-n2c(O)c(C=NCCN3CCNCC3)c(=O)[nH]c2=S)c1	2	104	94	109	0	105	104	-1
CCn1cc(C=C2C(=O)N(C)C(=O)N(C)C2=O)c2ccccc21	3	88	87	97	0	99	101	6
CN1CCC(N(C)c2ccc(C(N)=O)cc2[N+](=O)[O-])CC1	-4	101	112	96	5	112	96	5
O=C(O)c1cccc(NC(=O)N2C[C@H]3C[C@@H](C2)c2cccc(=O)n2C3)c1	6	?	89[may fluoresce red and violet]	?	0	?	?	14
Cc1nn(Cc2ccccc2)c(Cl)c1C(=O)OC(C)C(=O)Nc1ccc(F)cc1Cl (configuration not stated)	5	99	103	103	0	112	102	-2
CN(C)CP(=O)(Nc1ccccc1)N(C)C (configuration not stated)	-5	102	99	95	0	100	101	10
CN1CCc2nc(SCC(=O)OC(C)(C)C)c(C#N)cc2C1	-17	101	98	94	0	96	95	1
Cn1c(O)c(C=NCCCCCCCCCCC(=O)O)c(=O)n(C)c1=O	-9	99	105	91	4	98	98	7
Cc1c2cnn(CC(=O)N3CCC4(CC3)OCCO4)c(=O)c2c(C)n1Cc1ccccc1F	3	106	96	99	0	107	97	13
CCOc1ccc(-n2c(CC)nc3ccccc3c2=O)cc1	0	106	102	98	6	101	101	26
Cc1cc(OCC(=O)N2C[C@H]3C[C@@H](C2)c2cccc(=O)n2C3)c2c(C)c(C)c(=O)oc2c1	-15	102	101	95	2	105	94	0
N[C@@H](CCl)C(=O)O	-16	82	106	75	3	101	98	46
O=C(COc1ccc(S(=O)(=O)N2CCOCC2)cc1)N1CCN(Cc2ccc3c(c2)OCO3)CC1	17	98	96	106	0	98	96	nt
O=C(O)c1ccc(N=Cc2c(O)n(Cc3ccc(F)cc3)c(=O)[nH]c2=O)cc1	0	104	91	95	5	103	98	11
CC(C)NS(=O)(=O)c1ccc(OCC(=O)N2CCN(Cc3ccccc3)CC2)cc1	-12	102	104	102	1	99	99	5
O=C(NCc1ccc(C(=O)N2CCC3(CC2)OCCO3)cc1)c1ccc2c(c1)OCO2	-1	107	103	112	4	107	100	4
N#Cc1c(N2CCNCC2)nc(-c2ccco2)c2c1CCCC2	-5	88	114	84	0	98	97	14
CCOP(=O)(OCC)C(O)c1ccc(OC)cc1 (configuration not stated)	4	107	123	105	2	112	106	-10
Cc1c(C(=O)C(=O)N2CCOCC2)c2ccccc2n1Cc1ccccc1	6	110	95	122	0	107	109	9
CC(C)OC(=O)c1c(N)n(CC2CCCO2)c2nc3ccccc3nc12 (configuration not stated)	-7	98	98	106	0	96	88	11
CCn1ccnc1CN1CCCC(C(=O)c2cc(C)c(OC)c(C)c2)C1 (configuration not stated)	5	102	101	109	1	103	101	5
CC(Cc1ccccc1)NCCC(c1ccccc1)c1ccccc1 (configuration not stated)	nt	88	129	86	0	99	102	7
COc1ccc(CCNCc2cccn2C)cc1OC	1	105	95	102	1	109	107	-3
S=C=Nc1cccc(C2(N3CCCCC3)CCCCC2)c1	nt	90	129	83	0	102	103	29
O=c1[nH]c(=S)[nH]c(O)c1N=Nc1ccc2c(c1)OCCO2	1	105	103	84	5	99	102	-2
COc1cc(-n2c(=S)[nH]c3ccccc3c2=O)c(Cl)cc1Cl	-6	101	103	104	1	100	95	-1
CCCN(CCC)C1CCc2ccc(O)cc2C1 (configuration not stated)	-11	93	108	92	0	100	101	2
COc1ccc(-c2nc3ccc(C(=O)N4CCC5(CC4)OCCO5)cc3nc2-c2ccc(OC)cc2)cc1	-9	101	96	96	0	101	102	0
O=C(c1cc2ccccc2oc1=O)N1CCC2(CC1)OCCO2	3	105	102	105	2	100	97	-5
COc1ccc(C=O)cc1O	-3	84	96	76	2	90	99	-9
COc1ccc(C(O)P(=O)(OC(C)C)OC(C)C)cc1 (configuration not stated)	-2	111	119	97	0	95	99	1
CC1CN=C(Nc2ccc(N(C)C)cc2)S1 (configuration not stated)	2	91	91	95	4	96	94	-6
Cc1ccc(C(=O)Nc2ccc(Cl)cc2C(=O)c2ccccc2)cc1	-2	105	108	103	2	104	104	15
Oc1ccc(Cl)c(Cl)c1	-4	85	100	81	1	91	93	14
CCC(C)n1c(O)c(C=NCc2cccnc2)c(=O)[nH]c1=S (configuration not stated)	1	102	104	94	0	94	98	0
Cc1ccc(C(O)(C(=O)NNC(=O)CN2CCN(C)CC2)c2ccc(C)cc2)cc1	5	95	92	97	0	101	104	7
Cc1ccccc1-n1c(O)c(/C=N/NC(=O)c2ccncc2)c(=O)[nH]c1=O	-42	102	108	100	4	99	98	19
Cn1cc(C(=O)NCc2ccccc2)c2ccccc21	1	103	105	96	0	100	96	-114
O=C(O)C(O)(c1ccccc1)C1CCCC1 (configuration not stated)	-20	91	nt	86	3	90	95	5
C(=NC12CN3CN(CN(C3)C1)C2)c1cccs1	-3	104	95	107	0	96	100	5
Cc1ccsc1C(=O)C1CCCN(Cc2cccn2-c2ccccn2)C1 (configuration not stated)	3	100	106	106	0	105	111	9

The closing six compounds of the section above lead into the next:
structure	GASC-1 inh	AGP1 TOR yeast	LAP4 TOR yeast	CIT2 TOR yeast	GRK2 aptamer HTS	MEP2-GFP yeast	RPL19A-GFP yeast	VLA-4 inh
Cc1ccc(C(O)(C(=O)NNC(=O)CN2CCN(C)CC2)c2ccc(C)cc2)cc1	5	95	92	97	0	101	104	7
Cc1ccccc1-n1c(O)c(/C=N/NC(=O)c2ccncc2)c(=O)[nH]c1=O	-42	102	108	100	4	99	98	19
Cn1cc(C(=O)NCc2ccccc2)c2ccccc21	1	103	105	96	0	100	96	-114
O=C(O)C(O)(c1ccccc1)C1CCCC1 (configuration not stated)	-20	91	nt	86	3	90	95	5
C(=NC12CN3CN(CN(C3)C1)C2)c1cccs1	-3	104	95	107	0	96	100	5
Cc1ccsc1C(=O)C1CCCN(Cc2cccn2-c2ccccn2)C1 (configuration not stated)	3	100	106	106	0	105	111	9
c1ccc2sc(C3CCCNC3)nc2c1 (configuration not stated)	-4	105	100	102	5	106	98	0
COCCCn1c(N)c(C(=O)NCc2ccco2)c2nc3ccccc3nc21	7	96	103	87	3	101	100	-43
COCCNC(=O)c1c(NC(=O)c2ccc(Br)o2)n(Cc2ccccc2)c2nc3ccccc3nc12	13	99	99	90	18	103	103	-33
Cn1c(O)c(C=NCCN2CCNCC2)c(=O)[nH]c1=O	-5	nt	nt	nt	1	100	103	5
COCCOC(=O)c1c(C)oc2ccc(OC(=O)N(C)C)cc12	3	102	92	96	2	102	100	28
O=c1c2ccccc2nc(Cc2cccc([N+](=O)[O-])c2)n1-c1ccc(O)cc1	8	102	109	93	6	99	98	3
COc1cc(C=C2C(=O)NC(=O)NC2=O)ccc1OS(=O)(=O)c1ccccc1[N+](=O)[O-]	-17	105	99	104	0	104	105	4
CCC(=Nc1ccc2c(c1)CCC2)c1c(O)n(C)c(=O)n(C)c1=O	5	93	83	95	2	91	93	0
CCc1ccc(CNCCc2c[nH]c3ccccc23)cc1	-5	88	79	92	0	87	93	5
CC(c1ccccc1)(c1ccccc1)c1ccncc1	6	?	?	?	1	?	?	11

Looked up one by one from the entries so far:
structure	GASC-1 inh	AGP1 TOR yeast	LAP4 TOR yeast	CIT2 TOR yeast	GRK2 aptamer HTS	MEP2-GFP yeast	RPL19A-GFP yeast	VLA-4 inh
COCCOC(=O)c1c(C)oc2ccc(OC(=O)N(C)C)cc12	3	102	92	96	2	102	100	28
COCCNC(=O)c1c(NC(=O)c2ccc(Br)o2)n(Cc2ccccc2)c2nc3ccccc3nc12	13	99	99	90	18	103	103	-33
CCc1ccc(CNCCc2c[nH]c3ccccc23)cc1	-5	88	79	92	0	87	93	5
COc1cc(C=C2C(=O)NC(=O)NC2=O)ccc1OS(=O)(=O)c1ccccc1[N+](=O)[O-]	-17	105	99	104	0	104	105	4
O=c1c2ccccc2nc(Cc2cccc([N+](=O)[O-])c2)n1-c1ccc(O)cc1	8	102	109	93	6	99	98	3
